All columns: NCI-60 one-dose screen, growth in % after 48 h at 10 µM unless noted; 100 = growth as untreated, 0 = no growth, -100 = all killed.
HL-60(TB) – HL-60(TB) leukemia cells; 9% of 78,000 active; AID 1794776; active = growth percent below 10
Numbers without * were called inactive; & = joins results of further samples. An excerpt; the hit share may differ from the screen's.

SMILES | HL-60(TB)
Cc1cc(C)c(C)c(C(O)(C(=O)O)c2ccccc2)c1 (configuration not stated) | 100
COc1cc2ncnc(Nc3ccc(S(=O)(=O)Nc4cc(C)on4)cc3)c2cc1OCCCN1CCN(c2ccccc2)CC1 | 107
FC(F)(F)c1ccc(-c2nc(-c3cc(-c4ccco4)nc(-c4ccco4)c3)cc3c2[nH]c2ccccc23)cc1 | 103
CC(=O)c1cc2c(o1)C(=O)c1ccccc1C2=O | -37*
CC/C(=C(\c1ccc(OCCN2CCCCCC2)cc1)c1ccc(OC(=O)Cc2ccccc2)cc1)c1ccccc1 | 97
NP(N)(=O)c1ccc(Cl)cc1 | 105
C/C=C1/CN2CC[C@H]1C(=O)c1[nH]c3ccccc3c1C2 | 86
Nc1ccc(SCC(=O)O)cc1 | 96
Nc1nc2cc(Cl)c(Cl)cc2n2cc3ccccc3c12 | 84
Cc1ccc(C(C)C)c(OC(=O)Nc2ccc(Br)cc2)c1 | 90

Individual results from the entries so far:
CC/C(=C(\c1ccc(OCCN2CCCCCC2)cc1)c1ccc(OC(=O)Cc2ccccc2)cc1)c1ccccc1 – HL-60(TB): 97
Nc1ccc(SCC(=O)O)cc1 – HL-60(TB): 96
NP(N)(=O)c1ccc(Cl)cc1 – HL-60(TB): 105
Nc1nc2cc(Cl)c(Cl)cc2n2cc3ccccc3c12 – HL-60(TB): 84
Cc1ccc(C(C)C)c(OC(=O)Nc2ccc(Br)cc2)c1 – HL-60(TB): 90
Cc1cc(C)c(C)c(C(O)(C(=O)O)c2ccccc2)c1 (configuration not stated) – HL-60(TB): 100

Going on with the list.
SMILES | HL-60(TB)
CCC(=O)Oc1ccc(C(C)(C)C)cc1 | 108
O=C(Nc1cccc(F)c1)C1=NCCCCN1 | 97
O=C(O)C=C(c1ccccc1)c1ccccc1 | 74
O=C(O)CN1C(=O)/C(=C/c2cc3cc4c(cc3nc2Cl)OCCO4)SC1=S | 110
O=C(Oc1cccnc1)c1ccsc1Nc1ccnc(C(F)(F)F)c1 | 26
Cc1nc2cc(Nc3nc(Nc4ccc(F)cc4)nc(-c4cccs4)n3)ccc2n1Cc1ccccc1 | 28
CCOC(=O)CC1CSC(Nc2ccc(C)cc2)=N1 (configuration not stated) | 117
COc1cc(-c2nnc(COc3ccc(Cl)cc3Cl)o2)ccc1O | 61
O=C(O)CCCN1C(=O)/C(=C/c2ccc(O)c(O)c2)SC1=S | 102
CC(C)N1C(=O)c2ccccc2C(n2c(-c3ccnc(Cl)c3)nc3ccccc32)C1=O (configuration not stated) | 101
O=Cc1ccc(COC2CCC(=O)N2)o1 (configuration not stated) | 105
Nc1cc(=O)n(Cc2ccccc2)c(N)c1C(=O)NCc1ccccc1 | 106
O=[N+]([O-])c1ccc2c(c1)sc1nc(-c3c[nH]c4ccccc34)c(Nc3ccc(Br)cc3)n12 | 106
O=[N+]([O-])c1cccnc1Oc1cc(Cl)c(Cl)cc1Cl | 82
COc1ccc(N=Nc2sc(-n3[nH]c(=O)ccc3=O)nc2C)cc1 | 97
CC(C)CCc1nc2ccc(NCc3ccc(Cl)cc3)cc2[nH]1 | 86
Clc1cc(Cl)c2ccc3c(Cl)cc(Cl)c4ccc1c2c43 | 98
O=C1/C(=C/c2ccc([N+](=O)[O-])cc2)Oc2ccc(O)c(-c3ccccc3)c21 | 83
O=c1nc(Nc2ccc(Cl)cc2O)sc2ccccc12 | 67
O=C(O)c1ccccc1NC1=C(I)C(=O)c2ncccc2C1=O | 99
COc1cc(-c2nnc(-c3nc(-c4cc(OC)c(OC)c(OC)c4)n4ccccc34)o2)cc(OC)c1OC | 61
COc1cccc(C2C(Cl)C(=O)N2n2cnnc2)c1 (configuration not stated) | 103
CCOC(=O)c1cc(-c2ccccc2)nc2c(O)cccc12 | 82
Cc1ccc(-c2nn(-c3ccc(S(N)(=O)=O)cc3)c(=O)c3ccccc23)c(C)c1 | 137
NCCCNc1nc(-c2ccccn2)nc2sc3c(c12)CCCCC3 | 86
CCCCCCCCCCCCCCCc1cc(O)ccc1S(=O)(=O)O | 95
Cc1ccc(SCCC(=O)O)cc1 | 116
CCOc1ccc(-c2cnnn2-c2nonc2-n2cccc2)cc1 | -24*
CCOC(=O)Nc1ccc2c(c1)C(=O)c1ccccc1C2=O | 99
N#Cc1c(-c2ccccc2Cl)cc(-c2ccc3ccccc3c2)[nH]c1=O | 72

5 entries out of the list, ordered by molecular weight, ascending:
SMILES | HL-60(TB)
COc1cccc(C2C(Cl)C(=O)N2n2cnnc2)c1 (configuration not stated) | 103
CCOC(=O)c1cc(-c2ccccc2)nc2c(O)cccc12 | 82
NCCCNc1nc(-c2ccccn2)nc2sc3c(c12)CCCCC3 | 86
N#Cc1c(-c2ccccc2Cl)cc(-c2ccc3ccccc3c2)[nH]c1=O | 72
Cc1ccc(-c2nn(-c3ccc(S(N)(=O)=O)cc3)c(=O)c3ccccc23)c(C)c1 | 137

(next part)
SMILES | HL-60(TB)
CC12CCC(C)(O1)C1C(=O)N(c3nccs3)C(=O)C12 (configuration not stated) | 98
C=C(C)[C@@H]1CC[C@]2(C(=O)O)CC[C@]3(C)[C@H](CC[C@@H]4[C@@]5(C)Cc6cc(Cc7ccc(Br)cc7)oc6C(C)(C)[C@@H]5CC[C@]43C)[C@@H]12 | 85
CCCCN(Cc1ccccc1)Cc1ccc(N(CC)CC)cc1 | 102
O=C(CN1C(=O)NC2NC(=O)NC21)N/N=C/c1ccc([N+](=O)[O-])cc1 (configuration not stated) | 99
CCOC(=O)c1cc(OCC)nc(SC)n1 | 122
Cc1sc(C(NC(=O)OCCn2c([N+](=O)[O-])cnc2C)C(F)(F)Cl)nc1-c1ccc(OC(F)(F)F)cc1 (configuration not stated) | -6.2*
Cc1oc2nc[nH]c(=O)c2c1C(=O)/C=C/c1ccc(Cl)cc1 | -48*
Cn1c(N)c(C(=O)CC#N)c(=O)n(C)c1=O | 92
Cn1cc(-c2cc(N)n3nc(-c4c[nH]c5ccc(F)cc45)cc3n2)c2cccnc21 | -54*
COC(=O)c1cccc2c([N+](=O)[O-])c(NC(C)=O)cc(C(=O)OC)c12 | 95
CCCCCCCCN(CCCCCCCC)C(=O)CCl | 105
Cc1c2ccncc2c(C)c2c1c1ccccc1n2CCCCCC(=O)O | 104
N#Cc1c(-c2ccc(F)cc2)nc(N/N=C/c2cccc(O)c2)nc1N1CCOCC1 | 47
CC1=C(C)C(=O)C(Nc2cccc(C(=O)OC(C)(C)C)c2)=C(Br)C1=O | 55
COc1ccc(-c2cc(-c3cn(-c4ccccc4)nc3-c3ccc(OCc4ccccc4)cc3)on2)cc1 | 82
O=C(N/N=C/c1cc2ccccc2n2nnnc12)Nc1ccc2ccccc2c1 | 74
Cc1ccc(/C=C/C(=O)c2cccc(NC(=O)CSc3nc4ccccc4c(=O)n3-c3ccccc3)c2)cc1 | 93
CCCC(=O)Nc1ccc(C)cc1 | 86
c1ccc2c(c1)CN(CCCN1CCOCC1)C2 | 105
CN(CCC(=O)c1ccccc1)CCC(=O)c1ccccc1 | 75
CCOc1nc(-c2ccccc2)cc2c(O)c(C(=O)N/N=C/c3ccc(O)cc3O)[nH]c(=O)c12 | 20
Nc1ccncc1N | 73&97
O=C1NN=CN2c3ccc(Br)cc3CC(O)CC12 (configuration not stated) | 119
COC(=O)[C@]12CC[C@@H](C)[C@H](C)[C@@H]1C1=CC[C@@H]3[C@@]4(C)C(C=O)=C[C@@](C)(COC(=O)c5ccco5)C4=CC[C@@]3(C)[C@]1(C)CC2 | -9.4*
O=C(O)C(/C=C/c1ccco1)=N\Nc1nc(-c2ccc(Cl)cc2)cs1 | 52
Cc1cc(C)cc(NS(=O)(=O)CCCS(=O)(=O)Nc2cc(C)cc(C)c2)c1 | 96
O=C(c1ccc(F)cc1)c1cc2ccccc2o1 | 91
COc1cc(-c2cc(-c3cccs3)c(C#N)c(N3CCOCC3)n2)cc(OC)c1OC | 59
COc1ccc(-n2nc(C(=O)NCc3ccccc3C)nc2-c2cc(OC)c(OC)c(OC)c2)cc1OC | 105
Nc1ccc(-c2cn3c(n2)SCC3)cc1 | 87
COc1cc(C2CC(c3ccc(Cl)cc3)=NN2)ccc1Oc1ccnc2cc(Cl)ccc12 (configuration not stated) | 88
N#C/C(=C\c1c[nH]c2ccccc12)C(=O)Nc1sc2c(c1C#N)CCCC2 | 63
COc1ccc2c(c1)CC[C@@H]1[C@@H]2CC[C@]2(C)C3C(=CC(COC(C)=O)C4C(=O)N(c5ccc(Cl)cc5)C(=O)C43)C[C@@H]12 (some centres not stated) | 88
CCOC(=O)c1c(C)c[nH]c1C | 114
Cc1cc(Cc2cc(C)c(O)c(CO)c2)cc(CO)c1O | 94
CCCCCCCCCCC1CC(=O)OC1=O (configuration not stated) | 109
O=C(CCCC1CCCCC1)OCC(Cl)(Cl)Cl | 100
COc1cc(-c2nc3cc(C)c(C)cc3n3c(C)cc(=O)n23)cc(OC)c1OC | 98
O=C(CCl)NCCNc1nccc(Nc2ccc(S(=O)(=O)Nc3ccccn3)cc2)n1 | 10
N#Cc1c(N)nc(NCCO)nc1-c1ccc(F)cc1 | 94
CCCCCCCn1cc2c(NCCc3ccccc3)ncnc2n1 | 106
Nc1ccc(OCc2ccc(C(=O)Nc3cccc(S(=O)(=O)F)c3)cc2)c(Cl)c1 | 65
COc1ccc(C2CC(c3ccc4c(c3)OCO4)=NN2C=O)cc1 (configuration not stated) | 106
CCCCN(CCCC)C(C)C(O)c1ccc2c3c(cccc13)CC2 (configuration not stated) | 78
S=c1cn[nH]c2ccccc12 | 86
COc1cc(/C=C/C(=O)c2ccc(NC(=O)CSc3nc4c([nH]3)c(=O)n(C)c(=O)n4C)cc2)cc(OC)c1OC | 102
CS(=O)(=O)c1ccc(C(=O)N/N=C/c2ccccc2O)cc1 | 6.3*
CCN(CC)CCSSCCN(CC)CC | 102
CCC(CC)COC(=O)c1ccccc1Cl | 99
NC(=NCc1ccccc1)N[N+](=O)[O-] | 138

(further entries)
SMILES | HL-60(TB)
c1ccc(C2NCCc3[nH]cnc32)cc1 (configuration not stated) | 116
O=C(COc1ccc(/C=C2\CSc3ccccc3C2=O)cc1)Nc1nccs1 | -22*
Cc1ccc(C(=O)c2ccc(CC(=O)N/N=C/c3ccccc3O)n2C)cc1 | 87
N#CC1=C(N)Oc2cc(O)ccc2C1c1ccc(Cl)cc1 (configuration not stated) | 81
CN(C)c1ccc(C(=O)C(O)c2ccccc2Cl)cc1 (configuration not stated) | 91
N=C(N)SC1c2cc(Cl)ccc2-c2c(Cl)cc(Cl)cc21 (configuration not stated) | 96
Cc1ccccc1NC(=S)Nc1ccccc1 | 87
CCOC(=O)c1c(C)nc(C)c(C(=O)OCC)c1-c1ccc(OC)cc1 | 97
C/C(=N\Nc1ccc(S(N)(=O)=O)cc1)c1cnn(-c2cc(=O)[nH]c3ccccc23)c1C | 101
CCCCCCCC/C=C\CCCCCCCC(=O)OCCCCCC | 94
CC(C)=CCc1cc(/C=C/C(=O)O)ccc1OC(=O)CCc1ccccc1 | 130
O=C(N/N=C\c1ccc(N(CCCl)CCCl)cc1)C(=O)c1c[nH]c2ccccc12 | 34
COc1ccc2oc3c(C)c4c(c(C)c3c2c1)C(=O)N(CCCO)C4=O | 100
Cc1cc2nc(Cc3nc4cc(C)c(C)cc4[nH]3)[nH]c2cc1C | 63
C=C(C[C@@](O)(C(=O)Oc1ccccc1)C(=O)C(C)C)c1ccccc1 | 97
O=C1Cc2c(sc3c(F)cccc23)C(c2ccccc2[N+](=O)[O-])N1 (configuration not stated) | 116
CCC1N=C(N)N=C(N)N1c1ccc(Cl)cc1 (configuration not stated) | 75
O=C(/C=C/c1ccccc1)Oc1ccc(Cl)cc1Cl | 95
CC(C)n1cc(C2=C(c3cccc4ccccc34)C(=O)N(O)C2=O)c2cc(Br)ccc21 | 109
CC(=O)Cc1nsc(NC(=O)c2ccc(COc3ccccc3)o2)n1 | 106

2 of the compounds above, with each value named.
> CC(C)n1cc(C2=C(c3cccc4ccccc34)C(=O)N(O)C2=O)c2cc(Br)ccc21
- HL-60(TB) = 109

> CC(=O)Cc1nsc(NC(=O)c2ccc(COc3ccccc3)o2)n1
- HL-60(TB) = 106

Continuation:
SMILES | HL-60(TB)
CC1=C(C)CN2CC(C#N)=C(N)C2C1 (configuration not stated) | 103
Clc1cnc2ccccc2n1 | 119
O=C(O)C1C2C=CC(C2)C1C(=O)Nc1cccc([N+](=O)[O-])c1 (configuration not stated) | 101
COCCNc1ccc2ncc(C#Cc3cncc(C(=O)Nc4ccc(CN5CCN(C)CC5)c(C(F)(F)F)c4)c3)n2n1 | 0.7*
Cc1cc(OC(=O)CCl)ccc1C(C)(C)C | 97
COc1cc2nc3c(=O)n(CCN(C)C)cnn3c(=O)c2cc1OC | 106
CC(=O)Oc1ccc(OC(C)=O)c2c1CC1(C)OC1(C)C2 (configuration not stated) | 102
CCCCC(CC)CNC1CCCCC1 (configuration not stated) | 97
Cc1cc(N(CCCNc2ccnc3cc(Cl)ccc23)Cc2ccccn2)nc(N2CCOCC2)n1 | 102
COc1cccc(OC(C)(C)Cc2ccccc2)c1 | 100
CCOC(=O)Nc1cc(C)c(NC(=O)CN(CC)CC)c(C)c1 | 72
CNC(=O)c1cc(-c2ccc(NS(=O)(=O)c3ccc(C)cc3)cc2)nc2cccnc12 | 113
Cc1c(N(C)CS(=O)(=O)O)c(=O)n(-c2ccccc2)n1C | 96
COC(=O)c1ccc(NC2=C(Cl)C(=O)C(C)=C(C)C2=O)cc1 | 41
CN(N=O)C1=C(NC2CCCCC2)C(=O)c2ccccc2C1=O | 75
CNC(=O)c1cc(N2CCc3c2ccc(NC(=O)Nc2ccc(Cl)c(C(F)(F)F)c2)c3F)ccn1 | 161
CC(C)(C)OC(=O)N1CC(Cn2cc(C(F)(F)F)c3c(Cl)ncnc32)C1 | -68*

Pulled by structure from the list above (6):
SMILES | HL-60(TB)
CNC(=O)c1cc(-c2ccc(NS(=O)(=O)c3ccc(C)cc3)cc2)nc2cccnc12 | 113
Cc1c(N(C)CS(=O)(=O)O)c(=O)n(-c2ccccc2)n1C | 96
CNC(=O)c1cc(N2CCc3c2ccc(NC(=O)Nc2ccc(Cl)c(C(F)(F)F)c2)c3F)ccn1 | 161
COC(=O)c1ccc(NC2=C(Cl)C(=O)C(C)=C(C)C2=O)cc1 | 41
CCOC(=O)Nc1cc(C)c(NC(=O)CN(CC)CC)c(C)c1 | 72
CC(C)(C)OC(=O)N1CC(Cn2cc(C(F)(F)F)c3c(Cl)ncnc32)C1 | -68*

Compound activity: PubChem, NCI
